FLuc modulator = qHTS profiling assay for firefly luciferase inhibitor/activator using purifed enzyme and Km concentrations of substrates (counterscreen for miR-21 project); Luciferin 4-monooxygenase (Photinus pyralis), P08659; purified FLuc, Km substrates, luminescence inhibition; Potency, µM (top dose mostly 57.5 µM), without a hit: top-dose activity change, negative = inhibition, hits mostly inhibitors; actives 6.9% (n = 360,000); active means well fitted inhibition curve with a large enough effect; inconclusive means small, poorly fitted or top-dose-only effect;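 further: plate controls were vehicle for no effect and reference inhibitor for full effect; nearly all actives have a fitted effect of over 55% in size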
Target sequence (P08659 whole entry, looked up): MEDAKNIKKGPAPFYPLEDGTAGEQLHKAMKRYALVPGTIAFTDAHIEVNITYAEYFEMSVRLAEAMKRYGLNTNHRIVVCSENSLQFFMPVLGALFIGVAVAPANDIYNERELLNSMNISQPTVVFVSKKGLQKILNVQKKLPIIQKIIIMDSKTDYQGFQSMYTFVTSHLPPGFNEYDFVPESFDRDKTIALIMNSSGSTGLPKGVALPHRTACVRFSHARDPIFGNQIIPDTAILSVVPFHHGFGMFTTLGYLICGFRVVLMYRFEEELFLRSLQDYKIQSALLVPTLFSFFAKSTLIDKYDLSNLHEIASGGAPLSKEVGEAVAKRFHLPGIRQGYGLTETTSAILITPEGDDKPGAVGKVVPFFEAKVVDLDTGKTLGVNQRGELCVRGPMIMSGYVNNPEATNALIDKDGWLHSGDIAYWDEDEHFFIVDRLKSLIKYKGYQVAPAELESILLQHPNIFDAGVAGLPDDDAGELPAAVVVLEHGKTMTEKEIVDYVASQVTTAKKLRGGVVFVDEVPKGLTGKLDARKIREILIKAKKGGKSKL
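Biochemical qHTS of compounds, final roughly 60 µM downward over six points, against 10 nM purified firefly luciferase using Km concentrations of substrates (10 uM D-luciferin, 10 uM ATP) in Tris acetate pH 7.5 buffer; luminescence output.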
Active calls of the source: *; ? = inconclusive. Potency means the concentration at half of the fitted maximal effect.

SMILES | FLuc modulator
COc1cc(OC)c(NC(=O)N2CCCn3nc(C)cc32)cc1Cl | -2%
COc1ccccc1NC(=O)c1ccc(-c2nc(COc3ccc(C)cc3)c(C)o2)cc1 | -2%
Cn1nnnc1SCCCNCc1cccc(OCc2ccccc2)c1 | -2%
Cc1cc(N2CCN(c3ccc(F)cc3)CC2)n2cnnc2n1 | -5%
CCSc1ncc(Cl)c(C(=O)N(Cc2ccc(C(C)(C)C)cc2)C2CCS(=O)(=O)C2)n1 (configuration not stated) | -5%
Cc1ccc(O)c(NC(=O)c2cc(-c3ccc4c(c3)OCO4)on2)c1 | ?
O=C(CSc1nnc(CNC(=O)c2ccccc2)n1-c1cccc(Cl)c1)Nc1ccccc1F | 1%
COC(=O)c1ccc(NC(=O)c2cc(S(=O)(=O)N3CCc4ccccc43)cn2C)cc1 | 4%
CCn1c(=O)c(=O)n(CC)c2cc(N3CCCCC3)c(NC(=O)c3ccc(OC)c(OC)c3)cc21 | 4%
Cc1ccc(Cl)cc1N1CCN(S(=O)(=O)c2ccc3oc(=O)c4ncn(C)c4c3c2)CC1 | 3%
CCN(CC)C(=O)c1cc(-c2ccc(Cl)cc2)on1 | 13µM*
Cc1nnc(SCc2ccccc2)c2cc3sccc3n12 | ?
CCOCCc1nn2c(=O)cc(COC(=O)c3ccccc3NC(=O)C3CCCCC3)nc2s1 | 1%
Cc1cccc(CCNC(=O)CN(c2ccc(C(C)C)cc2)S(=O)(=O)c2c(C)nn(C)c2C)c1 | 0%
CC(C)NS(=O)(=O)c1ccc(OCC(=O)N2CCN(c3ccccc3F)CC2)cc1 | 1%
CC(C)(C)c1ccc(C(=O)NCCc2csc3nc(-c4ccccc4F)nn23)cc1 | 12µM*
Cn1ncc(C(=O)N2CCN(c3ccccc3)CC2)c1C1CCN(C(=O)OC(C)(C)C)CC1 | -5%
COc1ccc(-n2nc(C(=O)N3CCN(c4cccc(C(F)(F)F)c4)CC3)c3c4ccccc4n(C)c3c2=O)cc1Cl | 7%
Cc1ccc(C)c(NC(=O)Cn2c(=O)n(Cc3ccc4c(c3)OCO4)c(=O)c3oc4ccccc4c32)c1 | -1%
CC(=O)OC1=CN(Cc2ccccc2)S(=O)(=O)c2ccccc21 | -18%
CN(C(=O)C1=CC(c2ccc3c(c2)OCO3)=NS(=O)(=O)N1C)c1ccccc1 | -6%
CCc1ccc(NC(=O)CCCc2nnc3n(CCCOC)c(=O)c4sccc4n23)cc1 | -1%
CCOc1ccc(S(=O)(=O)c2c(C(=O)c3ccc(CC)cc3)cnc3ccc(C)cc23)cc1 | -7%
Cc1ccc(Cl)cc1N1CCN(C(=O)c2cccn3c(=O)c4cc(Cl)ccc4nc23)CC1 | -2%
CCOC(=O)N1CCN(Cc2nc3cc(NC(=O)c4ccccc4[N+](=O)[O-])ccc3n2C(C)C)CC1 | -8%
The list goes on:
SMILES | FLuc modulator
CCc1ccc(NC(=O)Cn2c(=O)n(Cc3nc(-c4ccccc4)no3)c(=O)c3cc4c(cc32)OCO4)cc1 | -1%
Cc1ccc(CN2C(=O)c3ccccc3C2C(=O)NC2CCCCCC2)cc1 (configuration not stated) | -17%
O=C(Cn1c(=O)oc2ccccc21)Nc1ccc(C(=O)O)cc1 | 0%
Cc1cc2ccccc2n1-c1ccc(C(=O)N2CCC(C(=O)NCc3ccc(F)cc3)CC2)s1 | -13%
O=C(Nc1c(Cl)cccc1Cl)c1cc(-c2cccc(O)c2)on1 | 24µM*
COc1ccccc1CCNC(=O)C1CCN(c2nnc(-n3cccc3CNc3ccc(C)cc3)s2)CC1 | -6%
Cc1cccc2sc(N(Cc3cccnc3)C(=O)c3ccco3)nc12 | ?
COCCNC(=O)CSc1nnc2[nH]c(=O)cc(C)n12 | -1%
COc1ccc(OCc2ccc(-c3nc(C#N)c(N4CCC(C(N)=O)CC4)o3)o2)cc1 | -3%
NC(=O)C1CCN(C(=O)c2ccc3c(c2)N(Cc2cccc(Cl)c2)C(=O)c2ccccc2S3(=O)=O)CC1 | 0%
COC(=O)c1sc(-c2ccccc2)cc1NC(=O)c1cccc(Cl)c1 | -1%
CC(Oc1ccc(F)cc1)C(=O)Nc1nc(-c2ccc(F)cc2)ns1 (configuration not stated) | ?
CCc1nnc(SCc2c(F)cccc2Cl)c2cc3sccc3n12 | 0%
CCc1cccc(CC)c1NC(=O)C1CCC(CNS(=O)(=O)c2cccc3nsnc23)CC1 (configuration not stated) | -7%
CC(C)(C)C(=O)CSc1nc2ccsc2c(=O)n1Cc1ccccc1F | 2%
CCc1nc2cccnc2n1-c1ccc(CC(=O)Nc2cccc(C)c2C)cc1 | -10%
CCOC(=O)c1ccccc1NC(=O)c1nn(C)c2c1COc1ccccc1-2 | -1%
CCOc1ccccc1NC(=O)C(C)Sc1nc2c(c(=O)[nH]1)CCCC2 (configuration not stated) | -2%
CCOC(=O)c1c(S(=O)(=O)N2CCC(C(=O)NCc3cccc(OC)c3)CC2)c(C)n(C)c1C | 4%
Cc1ccc(CNC(=O)c2nc(SCc3ccccc3C)ncc2Cl)cc1 | -3%
Cc1cccc(C)c1NC(=O)C(=O)NCC(c1cccnc1)N1CCc2ccccc21 (configuration not stated) | -7%
Cc1ccc2c(c1)cc1c(=O)n(CC(=O)NC3CCCCC3)nc(C)n12 | 6%
CCOc1ccc(C(=O)Nc2ccc3c(c2)OCCO3)cc1Br | 1.3µM*
Cc1ccc(-c2noc(CCCC(=O)NCc3ccco3)n2)cc1 | -15%
Cc1ccc2occ(CC(=O)N(Cc3ccc(Cl)cc3)C3CCS(=O)(=O)C3)c2c1 (configuration not stated) | -11%
The list continues.
SMILES | FLuc modulator
Cc1nnc2c(N3CCN(c4ccccc4F)CC3)nc3ccccc3n12 | ?
O=C(NCCC1=CCCCC1)c1ccc2c(c1)N(Cc1cccc(Cl)c1)C(=O)c1ccccc1S2(=O)=O | 1%
Cc1cc(C)c(C)c(OCC(=O)Nc2ccc(S(=O)(=O)Nc3nc(C)cc(C)n3)cc2)c1 | ?
CCOC(=O)C1=C(CN2CCC(C)CC2)NC(=O)NC1c1ccc(F)cc1 (configuration not stated) | 4%
CCOc1ccc(NC(=O)Cn2ccn(-c3ccc(F)c(F)c3)c(=O)c2=O)cc1 | -2%
COc1ccc(C(=O)Nc2ccc3nc(SCC(=O)N4CCCC4)sc3c2)cc1 | ?
CC(C)N(Cc1ccccc1)C(=O)Cn1ncc2c([nH]c3ccccc32)c1=O | 1%
COC(=O)c1ccccc1NC(=O)c1ccc2nc(CCc3ccccc3)oc2c1 | -12%
CCN(CC)c1nc2ccccc2nc1C(=O)Nc1cc(OC)c(OC)c(OC)c1 | -5%
O=C(NCCc1ccccc1)c1ccc(CSc2nc3cccnc3n2Cc2ccccc2)cc1 | -12%
CCCn1c2ccccc2c2cnn(CC(=O)Nc3ccc(C)cc3Br)c(=O)c21 | -1%
COc1ccc(-c2cc(C(C)=O)c(C)n2CCC(=O)Nc2cc(Cl)ccc2C)cc1 | -3%
Cc1ccc2c(c1)c1c(c(=O)n(-c3cccc(Cl)c3)c(=O)n1CC(=O)c1ccc(Cl)cc1)n2C | 2%
COc1ccc2[nH]c(C)c(CCNS(=O)(=O)c3cc(F)ccc3OC)c2c1 | -1%
COc1ccc(-c2coc3c2c(C)cc2oc(=O)c(C)c(C)c23)cc1 | -13%
CC1CCCCN1c1cc2c(cc1F)c(=O)c(S(=O)(=O)c1ccccc1)cn2Cc1ccccc1 (configuration not stated) | -4%
Cc1ccc(Cl)cc1N1CCN(S(=O)(=O)c2ccc3c(c2)CC(C)N3C(=O)C2CCC2)CC1 (configuration not stated) | -9%
COc1ccc(C(=O)Nc2nc3c(s2)CCc2cc(OC)ccc2-3)cc1 | 7.6µM*
CS(=O)(=O)c1ncc(N(Cc2ccco2)Cc2cccs2)c(C(=O)Nc2ccccc2F)n1 | -6%
COc1ccccc1N1CCN(c2nc3ccc(C(=O)c4ccccc4)cc3n3c(C)nnc23)CC1 | 0%
CCOc1ccc2nc(Cl)c(C3CC(c4ccccc4)=NN3C(=O)CCC(=O)O)cc2c1 (configuration not stated) | ?
O=C1C(c2cccc(Br)c2)N(CCc2ccccc2)C(=O)CN1C1CCCCC1 (configuration not stated) | -7%
CCCn1cc(S(=O)(=O)c2ccc(OC)cc2)c(=O)c2cc(F)c(N3CCCC(C)C3)cc21 (configuration not stated) | -1%
CSc1ncc(C(=O)N2CCN(c3cccc(Cl)c3)CC2)c(C)n1 | -8%
COc1ccc(CCNC(=O)c2cc(=O)[nH]c3ccc(S(=O)(=O)N4CCCCC4C)cc23)cc1OC (configuration not stated) | -7%

13 successive records out of the list so far, quoted:
SMILES | FLuc modulator
Cc1nnc2c(N3CCN(c4ccccc4F)CC3)nc3ccccc3n12 | ?
O=C(NCCC1=CCCCC1)c1ccc2c(c1)N(Cc1cccc(Cl)c1)C(=O)c1ccccc1S2(=O)=O | 1%
Cc1cc(C)c(C)c(OCC(=O)Nc2ccc(S(=O)(=O)Nc3nc(C)cc(C)n3)cc2)c1 | ?
CCOC(=O)C1=C(CN2CCC(C)CC2)NC(=O)NC1c1ccc(F)cc1 (configuration not stated) | 4%
CCOc1ccc(NC(=O)Cn2ccn(-c3ccc(F)c(F)c3)c(=O)c2=O)cc1 | -2%
COc1ccc(C(=O)Nc2ccc3nc(SCC(=O)N4CCCC4)sc3c2)cc1 | ?
CC(C)N(Cc1ccccc1)C(=O)Cn1ncc2c([nH]c3ccccc32)c1=O | 1%
COC(=O)c1ccccc1NC(=O)c1ccc2nc(CCc3ccccc3)oc2c1 | -12%
CCN(CC)c1nc2ccccc2nc1C(=O)Nc1cc(OC)c(OC)c(OC)c1 | -5%
O=C(NCCc1ccccc1)c1ccc(CSc2nc3cccnc3n2Cc2ccccc2)cc1 | -12%
CCCn1c2ccccc2c2cnn(CC(=O)Nc3ccc(C)cc3Br)c(=O)c21 | -1%
COc1ccc(-c2cc(C(C)=O)c(C)n2CCC(=O)Nc2cc(Cl)ccc2C)cc1 | -3%
Cc1ccc2c(c1)c1c(c(=O)n(-c3cccc(Cl)c3)c(=O)n1CC(=O)c1ccc(Cl)cc1)n2C | 2%

Remaining list, next part
SMILES | FLuc modulator
Cc1ccccc1NC(=O)CCS(=O)(=O)c1cc(Br)cc2c1N(C(=O)C1CC1)CC2 | 3%
COC(=O)c1cc(C)nc2c1c(=O)nc(SCc1cccc(C)c1)n2C1CC1 | -11%
COC(=O)c1cc2oc3ccccc3c2n1Cc1nc(-c2cccc(C)c2)oc1C | -9%
CCOc1ccc(C2c3c(oc4ccc(C)cc4c3=O)C(=O)N2c2nc(C)c(C)s2)cc1OC (configuration not stated) | 0%
O=C(Nc1ccc(F)cc1F)c1cc2nc(-c3ccco3)cc(C(F)(F)Cl)n2n1 | -3%
COc1ccc(CNC(=O)CN(C)S(=O)(=O)c2ccc3[nH]c4c(c3c2)CCCC4)cc1 | -15%
COc1ccc(C(=O)Nc2nnc(S(=O)(=O)N3CCCc4ccccc43)s2)cc1 | -5%
CCOc1ccc(N(C(=O)c2ccc(Cl)cc2)S(=O)(=O)c2ccc3c(c2)n(C)c(=O)n3C)cc1 | -5%
Cc1cccc(NC(=O)c2sc(-n3nc(C)c(Cc4ccc5c(c4)OCO5)c3C)nc2C)c1C | -2%
Cc1ccc(Cn2c(=O)c3c(nc4n3CCN4c3cc(C)cc(C)c3)n(C)c2=O)cc1 | -8%
CCOc1ccc(Nc2nc(C)c(NC(=O)c3cccc(F)c3)c(Nc3ccc(OCC)cc3)n2)cc1 | 3%
COc1ccc(C2=Nc3ccc(F)cc3NC(c3cccc(C(F)(F)F)c3)=N2)cc1 | -1%
O=C(NC1CCCC1)c1ccc(CSc2nc3cccnc3n2Cc2cccc(F)c2)cc1 | -3%
CCCOc1ccc(CNC(=O)CCCn2ncn3c(cc4sc(CC)cc43)c2=O)cc1 | 4%
CCc1ccccc1NC(=O)CSc1nc(-c2cccc(Cl)c2)nc2c1Cc1c(CO)cnc(C)c1O2 | -3%
Cc1nc(SCc2cc(=O)c3cccc(F)c3[nH]2)n[nH]1 | 2%
CCC(C)NC(=O)c1ccc(-n2c(-c3ccccc3)cc3c2CCCC3)cc1 (configuration not stated) | -13%
Cc1cccc(NC(=O)CCn2cnc3ccccc3c2=O)c1 | -15%
CC(=O)N1c2ccccc2CC1C(=O)N1CCN(c2cc(Cl)ccc2C)CC1 (configuration not stated) | 3%
Cc1ccc(NC(=O)C(Cc2ccccc2)NS(=O)(=O)c2ccc3c(c2)oc(=O)n3C)c(Cl)c1 (configuration not stated) | -2%
CCS(=O)(=O)c1ncc(N(Cc2ccco2)Cc2sccc2C)c(C(=O)Nc2ccc(C)cc2C)n1 | -3%
Cc1cccc(NS(=O)(=O)c2ccc3oc(=O)c4ncn(C)c4c3c2)c1C | -4%
Cc1ccccc1NC(=O)C1CCC(CNS(=O)(=O)c2ccc3c(c2)C(C)(C)C(=O)N3C)CC1 (configuration not stated) | 5%
CCCCOc1nnc(-c2ccc(OCC)cc2)c2ccccc12 | ?
Cc1cccc(NC(=O)c2c(C)cc(C)nc2SCC(=O)c2ccccc2)c1 | -13%
COC(=O)c1ccc(NC(=O)NC(C)c2c(-n3cccc3)sc(C)c2C)cc1 (configuration not stated) | -2%
Cc1ccc2nc3c(cc(C(=O)NCC4CCCO4)c(=N)n3C(C)C)c(=O)n2c1 (configuration not stated) | -7%
O=C(COc1ccc(F)cc1)Nc1ccccc1OCc1cc(=O)n2ccccc2n1 | ?
COc1cc(NC(=O)c2nnn(CC(=O)Nc3ccccc3)c2N)cc(OC)c1 | 5%
O=C(NCCc1ccccc1)c1cnc2sc(N3CCCCCC3)nn2c1=O | -8%

High-throughput results (PubChem BioAssay)

This is a subset (hit frequency here may not be typical).
